# High-throughput results as filed in PubChem BioAssay.
# 12-hLO inh: inhibitors of human 12-lipoxygenase (ALOX12); purified 12-hLO, xylenol orange hydroperoxide absorbance; actives 0.12% (n = 150,000); AID 1452; Potency, µM (doses to about 57.1 µM), for inactives: top-dose activity change, negative = inhibition, usual class: inhibitors; further: potency means the concentration at half of the fitted maximal effect; nearly all actives have a fitted effect of over 55% in size; many of its hits are not listed in these tables
# Target sequence (P18054 whole entry, looked up): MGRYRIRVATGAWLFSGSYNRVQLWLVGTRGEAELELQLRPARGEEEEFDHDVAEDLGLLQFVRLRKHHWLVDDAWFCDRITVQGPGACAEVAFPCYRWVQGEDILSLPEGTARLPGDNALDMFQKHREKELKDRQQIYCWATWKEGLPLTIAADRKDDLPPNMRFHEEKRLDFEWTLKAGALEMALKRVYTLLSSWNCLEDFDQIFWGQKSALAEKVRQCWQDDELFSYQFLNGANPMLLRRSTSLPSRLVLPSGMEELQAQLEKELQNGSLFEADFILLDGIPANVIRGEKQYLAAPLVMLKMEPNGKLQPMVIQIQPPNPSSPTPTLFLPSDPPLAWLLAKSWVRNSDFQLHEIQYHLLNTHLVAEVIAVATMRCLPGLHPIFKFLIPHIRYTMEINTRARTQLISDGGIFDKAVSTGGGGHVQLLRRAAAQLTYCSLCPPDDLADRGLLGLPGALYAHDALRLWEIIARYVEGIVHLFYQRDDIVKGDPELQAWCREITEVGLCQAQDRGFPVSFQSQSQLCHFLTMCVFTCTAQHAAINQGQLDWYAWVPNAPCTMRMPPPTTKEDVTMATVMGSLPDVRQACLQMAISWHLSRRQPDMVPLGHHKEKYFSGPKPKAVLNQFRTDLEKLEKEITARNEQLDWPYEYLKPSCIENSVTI
#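 Lipoxygenase turnover measured by absorbance at 573 and 405 nm after Fe-XO development. Human 12hLO 150 nM, arachidonate 40 uM, pH 7.0 Hepes buffer with detergent; 15 min compound preincubation, 30 min reaction.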
# 15-hLO-2 inh: blocks human 15-lipoxygenase 2 activity; purified 15hLO-2, xylenol orange hydroperoxide absorbance; Potency, µM (highest dose often 57.1 µM), for inactives: at the highest dose activity change, negative = inhibition, hits mostly inhibitors; actives 0.56% (n = 110,000); further: potency means the concentration at half of the fitted maximal effect; nearly all actives have a fitted effect of over 60% in size; many of its hits are not listed in these tables
#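 Screening format was qHTS against 50 nM purified 15hLO-2 in Hepes pH 7.5 with detergent. Activity follows hydroperoxide formation from 45 uM arachidonic acid, measured as 573:405 nm absorbance ratio of the ferric-xylenol orange complex.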
# IMPase inh: membrane-permeable compound that blocks inositol monophosphatase. P97697. CHO-M1 cells, IP1 accumulation, HTRF TR-FRET ratio. inhibition (IP1 accumulation), % at 46.1 µM. 120,000 tested, under 10 active. AID 901; active means well fitted curve in the direction sought with a large enough effect in the signal ratio, not every such curve was filed as active; inconclusive means small, poorly fitted or top-dose-only effect, or a change in a side signal; inactive means no such curve, though single readings can be large or run the other way; the % refers to the signal ratio;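 further: cells stimulated with carbachol in lithium chloride buffer; plate controls were DMSO basal wells for no effect and reference inhibitor wells for full effect; higher means more IMPase inhibition seen as more IP1 and lower FRET ratio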
# Target sequence (P97697 whole entry, looked up): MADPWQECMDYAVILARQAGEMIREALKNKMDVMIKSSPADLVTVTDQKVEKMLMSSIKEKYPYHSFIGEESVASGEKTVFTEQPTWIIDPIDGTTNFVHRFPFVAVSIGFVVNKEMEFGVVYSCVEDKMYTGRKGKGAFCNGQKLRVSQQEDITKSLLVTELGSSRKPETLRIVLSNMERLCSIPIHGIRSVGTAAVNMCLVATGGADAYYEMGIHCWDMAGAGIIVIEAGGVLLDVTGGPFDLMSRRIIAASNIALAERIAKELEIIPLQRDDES
#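 Measured: the HTRF emission ratio (665/620 nm) plus the 620 nm donor channel, each fitted to the Hill equation to give AC50. Cells were CHO-M1 given compounds up to 46 uM and a 30 min carbachol stimulation at 37C.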
# PNC assembly inh: blocks assembly of the perinucleolar compartment; PC3M PTB-GFP, PNC prevalence imaging, 16 h; stronger effect = lower value; activity change (PNC), negative = inhibition, % at 10 µM; actives 3.1% (n = 140,000); AID 2417;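 active means readout at or below -70, meaning at least 70% loss of cells showing the perinucleolar compartment, a nuclear body marking cancer cells; inconclusive means readout between -30 and a set limit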;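 further: plate controls were DMSO wells for no effect and camptothecin positive control wells for full effect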
#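 Read-out is percentage of cells bearing a perinucleolar compartment, from automated 20x imaging of fixed, Hoechst-stained PC3M PTB-GFP cells. Cells were seeded 4 h, then exposed 16 h to compound (23 nl of library stock) in duplicate plates.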
# Numbers without * were called inactive; u = inconclusive; x = no result given; [ ] = remark or other dose. Unless noted, the call rests on the fitted dose curve; in most records, active means well fitted curve in the direction sought with a large enough effect; inconclusive means small, poorly fitted or top-dose-only effect, or another doubt; inactive means no such curve, though single readings can be large; an effect the other way counts as inactive or inconclusive. Unless noted, on the % scale 0 is the no-effect control and ±100 the full control effect. This is a subset; the hit share may differ from the screen's.
SMILES,12-hLO inh,15-hLO-2 inh,IMPase inh,PNC assembly inh
Cn1nnnc1SCC(=O)N1c2ccccc2Sc2ccc(Cl)cc21,-1%,u,7[1.84 µM],u
O=C(N1CCOCC1)N1CCN(c2ccc(F)cc2)CC1,3%,4%,0,u
CCC(=O)Nc1cc(C(=O)OCC(=O)c2ccc(Cl)cc2Cl)ccc1C,4%,4%,-9,28
CCOC(=O)c1sc2nc(C)nc(SCC(N)=O)c2c1C,2%,x,x,u
O=C(CCCc1nc2ccccc2s1)NCc1ccccc1,-3%,x,x,-9
C=CCc1cc(C)ccc1OCCOCCn1ccnc1,-1%,x,x,29
O=C1CC(Sc2nnnn2C2CCCCC2)C(=O)N1c1ccccc1 (stereo not given),1%,x,-11,-100*
Cn1nnnc1SCC(=O)Nc1ccccc1Cl,-5%,8%,-2,34
COc1ccc(C(=O)N2N=C3CC(C)(C)OCC3C2c2ccccc2)cc1 (stereo not given),-2%,x,x,-18
CC(C)c1cccc(C(C)C)c1NC(=O)CNCc1ccccc1F,-1%,x,x,23
CCN(CC)C(=O)c1cc2c(=O)n3ccccc3nc2s1,3%,-3%,-17,-15
CC1(C(=O)NC2CCCCCCC2)CC1(Cl)Cl (stereo not given),2%,-30%,8,16
CC1(C(=O)O)CCC(C(=O)Nc2ccccc2)C1(C)C (stereo not given),-2%,-5%,-11,u
Cc1cc2nc(SCCOC(=O)Nc3ccccc3)nc(C)c2cc1C,-3%,x,x,u
O=C(NC12CC3CC(CC(C3)C1)C2)C1CCCN1C(=O)NC1CCCCC1 (stereo not given),3%,5%,7,5
CCc1nc(N2CCOCC2)c(C#N)c2c1COC(C)(C)C2,-4%,0%,-8,-19
Cc1ccnc(N2C(=O)c3ccccc3C2Nc2cccc(C)c2C)c1 (stereo not given),3%,x,-8,-16
COc1ccccc1/C=C(\NC(=O)c1ccc(OC)c(OC)c1)C(=O)Nc1cccc([N+](=O)[O-])c1,-2%,x,x,90
Cn1c(=O)cc(N2CCc3ccccc32)[nH]c1=O,4%,-2%,-3,u
CC(=O)Nc1cccc(NC(=O)CCn2cnc3cc(C)c(C)cc32)c1,3%,14%,-9,-4
Cc1ccc(CSc2nc3ccncc3n2CC(=O)Nc2cc(C)cc(C)c2)cc1,-4%,x,x,14
CCCCP(=O)(CCCC)CCP(=O)(c1ccccc1)c1ccccc1,2%,x,-1,18
Cc1cc2ccccn2c1C(=S)NC(=O)c1ccccc1,u,x,x,1
Cc1[nH]c2ccccc2c1C(=O)COC(=O)Cn1c(C)nc2ccccc21,2%,x,x,72
Cc1ccc([N+](=O)[O-])cc1N(CC(=O)Nc1ccc(S(=O)(=O)Nc2cccc(C(F)(F)F)c2)cc1)S(C)(=O)=O,-6%,x,x,u

# Structures from the list above with four or more nitrogen atoms (6):
SMILES,12-hLO inh,15-hLO-2 inh,IMPase inh,PNC assembly inh
Cn1nnnc1SCC(=O)N1c2ccccc2Sc2ccc(Cl)cc21,-1%,u,7[1.84 µM],u
O=C1CC(Sc2nnnn2C2CCCCC2)C(=O)N1c1ccccc1 (stereo not given),1%,x,-11,-100*
Cn1nnnc1SCC(=O)Nc1ccccc1Cl,-5%,8%,-2,34
CC(=O)Nc1cccc(NC(=O)CCn2cnc3cc(C)c(C)cc32)c1,3%,14%,-9,-4
Cc1ccc(CSc2nc3ccncc3n2CC(=O)Nc2cc(C)cc(C)c2)cc1,-4%,x,x,14
Cc1ccc([N+](=O)[O-])cc1N(CC(=O)Nc1ccc(S(=O)(=O)Nc2cccc(C(F)(F)F)c2)cc1)S(C)(=O)=O,-6%,x,x,u

# Next entries
SMILES,12-hLO inh,15-hLO-2 inh,IMPase inh,PNC assembly inh
Cc1ccc(-n2c(-c3ccncc3)nnc2-c2ccco2)cc1,0%,-7%,-4,42
O=C(N/N=C1/CC(c2ccccc2)Oc2ccccc21)C1CC1 (stereo not given),-4%,x,x,1
CCc1nnc(NC(=O)c2cccs2)s1,-4%,0%,1,27
COc1cc2c(cc1OC)-c1cc3ccc(OC)c(OC)c3c[n+]1CC2,-3%,-14%,13[20.6 µM],x
CCOC(=O)c1c(C)[nH]c(C)c1C(=O)CSc1nnnn1-c1ccccc1,3%,2%,-1,20
CC(C)CN(C(=O)COC(=O)Cc1n[nH]c(=O)c2ccccc12)C1CCS(=O)(=O)C1 (stereo not given),0%,6%,0,-29
Cc1ccc2nc(SCC(=O)Nc3cc([N+](=O)[O-])ccc3F)[nH]c2c1,-2%,x,-6,u
CCOC(=O)c1c(/N=C/C2=C(O)CCCC2=O)sc(C)c1C,-9%,x,x,-17
CC(Oc1ccc(Cl)cc1Cl)C(=O)OCn1nnc2ccccc2c1=O (stereo not given),2%,4%,-2,41
CCN(CCO)Cc1csc2cc(C)ccc12,-2%,x,x,-20
Cc1cc(N2CCN(C(=O)c3ccco3)CC2)n2nc(C)c(-c3ccc(Cl)cc3)c2n1,0%,-18%,8,-11
O=C(COC(=O)c1ccc(O)cc1)Nc1ccccc1-c1ccccc1,-2%,x,x,39
CCCCC(=O)NC1=C(C(=O)OC)SCC1,-1%,x,2,-10
O=C(Nc1cc(C(F)(F)F)ccc1-n1cncn1)c1ccc(-c2ccccc2)cc1,9%,25%,5,-19
O=C(NCCCn1ccnc1)Nc1cccc(Cl)c1,2%,37%[activator],7,27
O=C1c2ccc3c4c(ccc(c24)C(=O)N1NC(=O)C(F)(F)F)CC3,-1%,-6%,-5,u
CCC(=O)NC(Nc1sc2c(c1C(=O)OC)CCC2)C(Cl)(Cl)Cl (stereo not given),-5%,x,x,32
CCCC(=O)Nc1cc(C)c(NC(=O)c2ccncc2)cn1,-3%,2%,8,24
CC(C)Cc1cc(C(=O)Nc2cccnc2)no1,-8%,0%,6,-16
O=C(COC(=O)c1sc2ccccc2c1Cl)NC1CCCCC1,1%,x,x,4
COC(=O)c1sccc1NC(=O)c1ccccc1[N+](=O)[O-],1%,x,x,63
CC(C(=O)N1CCc2ccccc21)N1CCN(c2ccccn2)CC1 (stereo not given),-1%,x,x,u
CCCCCCCCSc1n[nH]c(N)n1,1%,x,x,7
O=C1CN(C(=O)c2ccc(Br)o2)C(c2ccc(F)cc2)c2cc(Cl)ccc2N1 (stereo not given),-20%,-15%,4,u
CCN(CC)CCNC(=O)CS(=O)Cc1nc(-c2ccc(C)cc2)oc1C (stereo not given),6%,34%[activator],3,-3

# A stretch from further up, as a working copy:
SMILES,12-hLO inh,15-hLO-2 inh,IMPase inh,PNC assembly inh
Cc1ccc(-n2c(-c3ccncc3)nnc2-c2ccco2)cc1,0%,-7%,-4,42
O=C(N/N=C1/CC(c2ccccc2)Oc2ccccc21)C1CC1 (stereo not given),-4%,x,x,1

# Next part
SMILES,12-hLO inh,15-hLO-2 inh,IMPase inh,PNC assembly inh
Cc1cccc(C(=O)Nc2cccc(C(=O)N3CCOCC3)c2)c1,-2%,3%,-12,-108*
C=CCOC(=O)C1=C(C)Nc2nnnn2C1c1cc(OC)ccc1OC (stereo not given),-8%,-4%,5,42
COc1nc(N)nc2c1ncn2[C@@H]1C[C@H](O)[C@@H](CO)O1,-1%[11.4 µM],-8%[11.4 µM],x,x
CN(Cc1ccccc1)Cc1ccccc1F,-7%,-3%,1,39
O=C(O)[C@H]1CCCNC1,3%,17%,-3,x
CC(=O)C1=C(O)CCC1=NCCc1ccccc1,4%,2%,1,-2
O=C(Nc1ccc(NC(=O)C2CCCCC2)nc1)c1ccco1,-7%,7%,6,-3
O=C(O)CCC(=O)c1ccc2c(c1)OCCCO2,-6%,4%,-2,-19
O=C(NCc1ccco1)c1ccc(Cn2c(=O)c3sccc3n(Cc3ccc(F)cc3)c2=O)cc1,-5%,-11%,10,16
CCC(Sc1nncn1C)C(=O)Nc1ccccc1OC (stereo not given),-3%,1%,-6,4
O=C(Nc1cccc(NC(=O)c2ccco2)c1)c1ccc2c(c1)OCO2,-6%,0%,6,4
CCC1CCCCN1C(=O)Cn1c(C(=O)OC)cc2sc(Cl)cc21 (stereo not given),-4%,5%[2.29 µM],12,-18
O=C(Nc1ccccc1Cl)c1cc(S(=O)(=O)N2CCOCC2)cs1,5%,-1%,6,-6
Cc1cccc(Oc2ccc(N)cc2)c1,6%,-1%,10,-28
Cc1c(NC(=O)c2cc(-c3cccs3)nc3ccccc23)c(=O)n(-c2ccccc2)n1C,2%,x,-7,-12
Cn1c(NCC2CCCO2)nc2c1c(=O)n(Cc1ccccc1)c(=O)n2C (stereo not given),-1%,0%,-3,-17
Cc1c(NC(=O)CSc2nnc(C(C)Oc3ccc(Cl)cc3)n2-c2ccccc2)c(=O)n(-c2ccccc2)n1C (stereo not given),5%,x,3,-1
NC(=O)c1cnn2c(C(F)(F)F)cc(-c3ccc(F)cc3)nc12,4%,6%,-10,3
Cc1ccc(C(=O)CSc2nnc(-c3c[nH]c4ccccc34)o2)cc1,0%,2%[11.4 µM],-4[1.84 µM],0
CCn1c(COc2ccc(C)cc2)nnc1SCc1ccc(C#N)cc1,-4%,-1%,4,-26
O=C(Oc1ccccc1C(=O)Nc1ccccc1)c1ccc(Br)c([N+](=O)[O-])c1,1%,x,x,-7
Cn1c(C(=O)N2CCCC(C(=O)O)C2)cc2sccc21 (stereo not given),-5%,8%,-3,u
Cc1cc(NC(=O)COc2ccc(Cl)cc2Cl)n(CCC#N)n1,-15%,-7%,7,u
COc1ccc(OC)c(-c2cnc(OC(C)(C)C)nc2OC(C)(C)C)c1,-4%,x,x,18
Cc1ccc(C(C)C)cc1OCC(=O)N/N=C/c1ccc2c(c1)OCCO2,-2%,x,x,-26
# Additional compounds follow:
SMILES,12-hLO inh,15-hLO-2 inh,IMPase inh,PNC assembly inh
COc1ccccc1Nc1ncnc2ccc(C)cc12,-5%,3%,-5,u
Cc1cc(NCc2ccco2)n2c(nc3ccccc32)c1C#N,-5%,-3%,-12,-24
O=C(Cc1ccc(Br)cc1)N1CCN(c2ccccn2)CC1,0%,x,x,u
COc1ccc(-c2csc(NC(=O)CN3C(=O)CCC3=O)n2)cc1OC,-3%,x,-9,44
COc1cc(S(=O)(=O)N2CCCC3(CCCCC3)C2)ccc1-n1cnnn1,0%,-6%,4,11
C=CCOc1c2ccc(C(=O)NCc3ccc(OC)cc3)cc2nn1C,-6%,6%,-2,-109*
CCOC(=O)c1ccc(S(=O)(=O)N2CCN(CC(=O)NC(=O)NC(C)(C)C)CC2)cc1,-2%,-5%,-3,-19
COc1ccc(-c2nc(-c3ccc(NC(=O)c4ccncc4)cc3)no2)cc1OC,-1%,x,10,-11
CN(C)CCOC(=O)C1(c2ccccc2)CCCC1,5%,15%,19,17
CCCCNc1nc(C)nc2c1nc(-c1ccccc1)n2CC1CCN(C)CC1,-5%,44%[activator],x,x
CCOc1cc(N2CCOCC2)c(OCC)cc1NC(=O)CN1C(=O)NC2(CCc3ccccc32)C1=O (stereo not given),7%,-9%,1,16
O=C(NC1CC1)c1scc2c1OCCO2,1%,-1%,-4,-24
C[C@@]12CCC(=O)C[C@@H]1CC(=O)[C@H]1[C@H]3CCC[C@]3(C)C(=O)C[C@@H]12 (tested in a mixture with another compound),-2%[25.6 µM],9%[25.6 µM],-4[20.6 µM],x
S=C(NCc1ccc2c(c1)OCO2)Nc1ccc(-c2nc3ccccc3[nH]2)cc1,-18%,x,x,-14
O=C(CSc1nnc(-c2ccc(O)cc2)o1)Nc1ccc2c(c1)OCCO2,-3%,-6%,-3,u
Cc1ccc(-n2c(-c3ccco3)nc3c(cnn3-c3ccccc3C)c2=O)cc1,-1%,-1%,-3,29
O=C(c1ccc2c(c1)OCO2)N1CCCCC1,-2%,8%,-3,x
CCOC(=O)N1CCC(N2C(=O)c3ccc(C(=O)Nc4ccc(F)cc4F)cc3C2=O)CC1,3%,x,-2,84
CCOc1ccc2nc(NC(=O)CSc3nnc(-c4ccncc4)n3CC3CCCO3)sc2c1 (stereo not given),-7%,4%,13,2
C=CCN(CC=C)C(=O)c1ccncc1,4%,2%,-10,-5
Cc1cc(C)c(C(N)=O)c(Nc2cccc3ccccc23)n1,-7%,x,u,15
